# KCNH2 3.1 block – qHTS for Inhibitors of KCHN2 3.1: Mutant qHTS. activity change, % (tested at about 1.8 µM). 0.95% of 340,000 active. Potassium voltage-gated channel subfamily H member 2, brain isoform KCNH2 3.1 (human). U2OS KCNH2 3.1, thallium flux FluxOr; stronger effect = lower value. AID 720553, 2013;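 active = maximum activity change below -70%; inconclusive = maximum activity change from -70% to -50%; inactive = maximum activity change above -50%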;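 also: thallium influx rate constant from kinetic fluorescence after stimulation buffer; % is scaled to controls: 0 for no effect and ±100 for the full control effect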
#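 FluxOr-based Tl+ influx in U2OS cells transduced with KCNH2 3.1 virus; rate constants normalized to DMSO controls.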
# ELG1 repair inh – qHTS screen for small molecules that inhibit ELG1-dependent DNA repair in human embryonic kidney (HEK293T) cells expressing luciferase-tagged ELG1 | HEK293T ELG1-luciferase reporter, luminescence, 16 h; DNA damage induced by 5-fluorouridine | Potency, µM (top dose mostly 46.1 µM), without a hit: at the highest dose activity change, negative = inhibition, actives largely listed as inhibitors | 2.3% of 330,000 active | AID 504467, 2011; also: potency is read from the fitted curve at half-maximal effect; % is scaled to controls: 0 for no effect and ±100 for the full control effect; nearly all actives have a fitted effect of over 55% in size
#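 Overnight (16 hr) co-exposure of 2,000 cells/well to 5-fluorouridine and compound at 37 °C preceded detection. Luciferase was quantified via ONE-Glo luminescence; loss of signal denotes inhibition.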
# TRPV1 agonist – HTS Assay for Compounds that Act as Agonists of the Vanilloid Receptor 1; TRPV1-expressing cells, Fluo-8 calcium influx, agonist mode; activation, % at 8.33 µM; 0.19% of 320,000 active; in the data active = activation above about 80%; inconclusive = between about 30% and that limit; also: 0% is about no effect
#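 TRPV1-expressing cells were cultured overnight at 35.5C and loaded with Fluo-8 calcium dye for 40 to 90 min at room temperature. After a 10 s baseline, compound was added and calcium influx was read kinetically for 3 min (ex 480/em 520 nm).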
# TCR act – Activators of T cell receptors: qHTS campaign; 330,000 tested, under 10 active; AID 504894, 2011; primary human leukocytes, anti-CD3, IL-2 HTRF, 48 h; Potency, µM (highest dose often 9.22 µM), for inactives: at the highest dose activation of IL-2 secretion, hits mostly activators; also: % of control where 0% means no effect
#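 Compounds are tested in HTS on primary human leukocytes co-incubated with a-CD3 beads for 48 hr. IL-2 output is measured by time-resolved FRET.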
# A-T KAP1 phos – qHTS Assay for Identifying a Potential Treatment of Ataxia-Telangiectasia; 0.19% of 320,000 active; Potency, µM (highest dose often 57.5 µM), inactives show at the top dose activation, usual class: activators; […] A-T fibroblasts, KAP-1 phosphorylation AlphaLISA; neocarzinostatin DNA damage 30 min before lysis; AID 485349, 2010; also: potency is read from the fitted curve at half-maximal effect; % of control where 0% means no effect; nearly all actives have a fitted effect of over 45% in size
#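 ATM-like activity read as KAP-1 phosphorylation via AlphaLISA donor/acceptor antibody pairs after lysis and 6 hr at 25C. Cells were ATM-null patient fibroblasts ([…], hTERT), dosed 60 min, then exposed to the DSB inducer NCS for 30 min.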
# hERG WT inh – qHTS for Inhibitors of KCHN2 3.1: Wildtype qHTS; U2OS, BacMam KCNH2, thallium flux FluxOr; stronger effect = lower value; activity change, % at 1.84 µM; 0.37% of 340,000 active; AID 720551, 2013;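 active = maximum activity change below -70%; inconclusive = maximum activity change between -70% and -50%; inactive = maximum activity change above -50%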; also: % is scaled to controls: 0 for no effect and ±100 for the full control effect
#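 U2OS cells were transduced with wild-type KCNH2 virus (2.03 x 10^8 / mL) for 4 h at room temperature, then cultured overnight at 37 C. Thallium flux was read with FluxOr dye. Rate constants were normalized to DMSO controls.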
# Eya2 phos inh – qHTS Assay for Inhibitors of the Phosphatase Activity of Eya2 | Protein phosphatase EYA2 (Homo sapiens), O00167 | recombinant Eya2, OMFP fluorescence dephosphorylation (OMFP is methylfluorescein phosphate) | Potency, µM (top dose mostly 76.9 µM), without a hit: top-dose activity, negative = inhibition, hits mostly inhibitors | 0.006% of 330,000 active | AID 488837, 2010; also: potency is read from the fitted curve at half-maximal effect; % is scaled to controls: 0 for no effect and ±100 for the full control effect
# Target sequence (O00167 whole entry, looked up): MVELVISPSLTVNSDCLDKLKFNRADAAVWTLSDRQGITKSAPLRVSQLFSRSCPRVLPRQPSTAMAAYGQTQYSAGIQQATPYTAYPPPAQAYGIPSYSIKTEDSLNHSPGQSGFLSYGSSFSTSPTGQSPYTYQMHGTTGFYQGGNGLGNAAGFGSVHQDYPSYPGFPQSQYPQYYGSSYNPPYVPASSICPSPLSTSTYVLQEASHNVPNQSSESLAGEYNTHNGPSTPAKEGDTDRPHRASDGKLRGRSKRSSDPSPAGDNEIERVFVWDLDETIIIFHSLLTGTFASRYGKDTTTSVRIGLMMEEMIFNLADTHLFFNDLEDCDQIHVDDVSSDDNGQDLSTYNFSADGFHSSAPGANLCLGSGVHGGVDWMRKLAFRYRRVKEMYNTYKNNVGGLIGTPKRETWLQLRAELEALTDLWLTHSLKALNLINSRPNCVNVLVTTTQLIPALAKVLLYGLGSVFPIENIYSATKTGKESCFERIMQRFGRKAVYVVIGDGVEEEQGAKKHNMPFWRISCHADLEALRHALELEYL
#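 Eya2 protein (added as 0.2 uM solution) was preincubated with compound for 10 min at ambient temperature in 50 mM HEPES pH 7.5, 50 mM NaCl, 5 uM MgCl2, 0.05% BSA, 1 mM DTT. OMFP (added at 50 uM) then reacted 10 min; fluorescence read at 485/525 nm.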
# USP2a inh – qHTS Assay for Inhibitors of Ubiquitin-specific Protease USP2a Using CHOP2 as the Reporter; USP2 core, Ub-CHOP2 coupled fluorogenic reporter, 485/531; Potency, µM (doses to about 38.3 µM), inactives show at the highest dose activity change, negative = inhibition, actives largely listed as inhibitors; 0.01% of 330,000 active; AID 463254, 2010;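 also: potency is read from the fitted curve at half-maximal effect; plate controls were DMSO wells for no effect and full inhibition by NEM control for full effect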
# Target sequence (O75604 whole entry, looked up): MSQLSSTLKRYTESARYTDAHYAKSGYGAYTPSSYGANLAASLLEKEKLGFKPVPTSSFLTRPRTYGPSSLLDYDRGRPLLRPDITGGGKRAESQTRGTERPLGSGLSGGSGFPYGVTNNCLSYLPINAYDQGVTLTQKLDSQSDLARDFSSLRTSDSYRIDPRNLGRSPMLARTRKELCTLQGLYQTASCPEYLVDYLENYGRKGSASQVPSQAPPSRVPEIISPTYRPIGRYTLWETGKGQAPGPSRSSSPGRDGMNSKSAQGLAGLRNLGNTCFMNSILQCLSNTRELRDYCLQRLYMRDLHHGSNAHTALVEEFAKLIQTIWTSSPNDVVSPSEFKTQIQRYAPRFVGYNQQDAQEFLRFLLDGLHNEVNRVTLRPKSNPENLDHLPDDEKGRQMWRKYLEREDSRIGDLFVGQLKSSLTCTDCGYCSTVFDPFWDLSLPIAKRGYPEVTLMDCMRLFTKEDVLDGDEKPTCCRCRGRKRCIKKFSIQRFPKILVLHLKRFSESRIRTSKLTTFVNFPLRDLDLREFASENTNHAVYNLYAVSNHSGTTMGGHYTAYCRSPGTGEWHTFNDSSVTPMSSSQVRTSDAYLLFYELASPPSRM
#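 Deubiquitinase activity read as fluorescence (485/531 nm) after Ub-CHOP2 cleavage activates the enterokinase reporter on its substrate; USP2 core 10nM, Ub-CHOP2 and substrate 25nM each, 30min compound preincubation then 60min RT; data normalized to NEM, curves fitted.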
# Mito fusion yeast – qHTS Assay for Small Molecule Inhibitors of Mitochondrial Division or Activators of Mitochondrial Fusion. S. cerevisiae fusion-defective mutant growth rescue, CellTiterGlo 48 h. Potency, µM (doses to about 46.1 µM), for the others: top-dose growth rescue (activation), most hits filed as activators. 0.23% of 320,000 active;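 also: potency is read from the fitted curve at half-maximal effect; % of control where 0% means no effect; nearly all actives have a fitted effect of over 45% in size; temperature-sensitive fusion mutants such as fzo1-1 at 37 °C on non-fermentable ethanol glycerol medium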
#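 S. cerevisiae fusion-defective temperature-sensitive mutants (e.g. fzo1-1, mgm1-5) grown 48 h at 37C in YPEG (ethanol/glycerol non-fermentable) medium with 23 nl compound per well; growth rescue read as CellTiterGlo luminescence.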
# TSHR antagonist – Antagonists of the Thyroid Stimulating Hormone Receptor: HTS campaign. Thyrotropin receptor (Homo sapiens), P16473. TSHR-expressing cells, TSH-stimulated cAMP HTRF, 2 h; stronger effect = lower value. activity change, negative = inhibition, % at 11.5 µM. 0.2% of 330,000 active. AID 504810, 2011;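 active = activity change below a set negative limit, meaning inhibition stronger than a set level, cut at about -70% in these data; inconclusive = activity change between two set negative limits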; also: % is scaled to controls: 0 for no effect and ±100 for the full control effect
#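 Read-out is FRET at 665 nm (cryptate excitation 337 nm) from a cryptate-tagged anti-cAMP antibody, competed by cell cAMP against cAMP-d2. Compounds are tested on freshly harvested TSHR cells challenged with 4nM TSH (EC80) for 2 hours at 37 deg C.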
# Active calls of the source: *; ? = inconclusive; / = no result given; & = joins results of further samples; [ ] = another dose, or the depositor's remark. Unless noted, calls follow the shape of the dose curve; as a rule, active = well fitted curve in the direction sought with a large enough effect; inconclusive = small, poorly fitted or top-dose-only effect, or another doubt; inactive = no such curve, though single readings can be large; an effect the other way counts as inactive or inconclusive. Some of the compounds tested. The share of hits here may be higher or lower than overall.
SMILES | KCNH2 3.1 block | Eya2 phos inh | USP2a inh | A-T KAP1 phos | TRPV1 agonist | TSHR antagonist | TCR act | ELG1 repair inh | hERG WT inh | Mito fusion yeast
Cc1ccc(C(=O)N/C(=C\c2ccco2)C(=O)NCCc2c[nH]c3ccccc23)cc1 | 5 | 1% | -4% | -8% | 11 | -4 | -1%[46.1 µM] | -6% | 17 | 5%
CC(C)Cn1c([N+](=O)[O-])nc2c1c(=O)[nH]c(=O)n2C | -4 | 4% | 0% | -12% | 0 | -13 | 1% | 23µM* | 0 | -5%
CCOc1cc(/C=C/c2ccc3cccc([N+](=O)[O-])c3n2)cc(Cl)c1O | -7 | -6% | -9% | -3% | 10 | -72* | 4%[46.1 µM] | 8.2µM* | 7 | 0%
CCOc1ccc(S(=O)(=O)Nc2nc3ccccc3nc2N2CCN(C)CC2)cc1 | 13 | -1% | 0% | 0% | 0 | 17 | 0% | 15% | 9 | 0%
CCn1c(/C=C/c2ccccc2Cl)nc2ccccc2c1=O | -22 | -5% | 0% | 8% | ? | 0 | 7% | ? | -11 | 5%
O=C(Nc1ccn(C2CC(OC(=O)c3ccccc3)C(CO)O2)c(=O)n1)c1ccccc1 (stereo not drawn) | 11 | -6% | -1% | 2% | -1 | -2 | 0% | ? | 0 | 0%
CC(C)CC(=O)Nc1nc2ccc(S(C)(=O)=O)cc2s1 | 10 | 1% | 1% | 6% | 2 | -12 | 4% | -5% | -6 | -1%
Cc1occc1-c1nnc(SCC(=O)NC2(C#N)CCCC2)n1C | -17 | -7% | 1% | -1% | -2 | 2 | -1% | 29% | -4 | 0%
O=C(Nc1ccccc1N1CCCCC1)c1ccccc1F | -22 | -5% | -15% | 28µM* | -2 | -13 | 9% | -6% | -4 | 23%
COc1ccc(Nc2nc3c(C)cccn3c(=O)c2C=NCc2ccccc2)cc1 | 4 | -5% | 0% | -2% | 2 | 5 | 4% | -2% | -3 | 2%
CNc1nc(-c2cccs2)cc(C(F)(F)F)c1C#N | 1 | 18% | 0% | 34% | 2 | 10 | 0% | 20% | -1 | 4%
CCOC(=O)N1CCN(C(=O)CS(=O)Cc2nc(-c3cccc(C)c3)oc2C)CC1 (stereo not drawn) | -4 | 6% | -1% | 2% | 0 | -2 | -3% | -11% | -10 | 0%
CCOC(=O)N1CCN(C(=O)C(=O)N/N=C/c2ccc(OC)cc2OC)CC1 | 3 | -5% | -2% | 3% | 7 | 14 | 1% | 5% | -2 | 0%
Cn1c(=O)c2c(nc(CN3CCC(C(N)=O)CC3)n2CCCc2ccccc2)n(C)c1=O | -24 | 3% | 1% | 6% | -6 | 4 | -6% | -10% | 4 | -1%
COC(=O)c1cc(NS(=O)(=O)c2ccc(N3CCOCC3)c(N)c2)cc(C(=O)OC)c1 | 5 | 3% | -1% | / | -5 | 0 | 1%[46.1 µM] | 9% | 0 | 3%
COc1ccc(CNC(=O)C(OC(=O)c2nsc(Cl)c2Cl)C(C)C)cc1 (stereo not drawn) | 19 | 2% | 1% | -3% | 1 | -10 | -3% | 15% | -7 | 5%
O=C(Nc1nnc(-c2ccccc2Cl)s1)C1CCN(S(=O)(=O)c2ccc(Cl)cc2)CC1 | -6 | -8% | 4% | 7% | 1 | -9 | -3%[46.1 µM] | -3% | -9 | 0%
Oc1ccc(Cl)cc1CNCc1ccc(Cl)nc1 | / | -4% | 0% | 8% | 8 | -1 | -1% | 17% | / | -9%
O=C(c1cnn2c(C(F)F)cc(-c3ccccc3)nc12)N1CCc2ccccc21 | / | -2% | -1% | 0% | 12 | -4 | 0% | ? | 16 | 8%
O=C(NCc1cccs1)C1CCC(CNS(=O)(=O)c2ccccc2)CC1 (stereo not drawn) | -3 | -21% | -1% | 0% | 3 | 7 | 1% | -3% | 4 | 5%
CC1(C)OC(=O)C2(Cc3ccccc3N3CCCCC32)C(=O)O1 (stereo not drawn) | -2 | 2% | 0% | 6% | 1 | 4 | -2% | 8% | -1 | 2%
O=C(CN1C(=O)COc2ccccc21)NCCCN1CCCC1 | 1 | 7% | 2% | 4% | -1 | -1 | 3% | 17% | -32 | 0%
CC(C(=O)Nc1ccc(N2CCOCC2)cc1)N1C(=O)c2ccccc2C1=O (stereo not drawn) | 4 | 1% | 5% | -6% | 4 | -3 | -10% | 5% | -4 | -1%
CC(=O)Nc1ccc(-c2nc3ccccc3o2)cc1 | -6 | -14% | 1% | 4% | 4 | -6 | 3% | ? | 0 | 1%
CC1(C)C[C@H]2C3=CCC4[C@@]5(C)CC[C@H](O)[C@](C)(CO)C5CC[C@@]4(C)[C@]3(C)CC[C@@]2(C)[C@H](O)[C@@H]1O (stereo partly drawn) | 21 | 10% | 0% | 8% | / | 4 | 5% | 9% | 12 | /
CCOC(=O)N1CCN(c2ccc([N+](=O)[O-])cc2F)CC1C (stereo not drawn) | 14 | -3% | 2% | -10% | ? | 4 | 2%[46.1 µM] | 0% | -1 | 8%
Cc1ccc(C2(C)NC(=O)N(CC(=O)c3ccc4c(c3)OCCO4)C2=O)cc1 (stereo not drawn) | 20 | -1% | 0% | 10% | 5 | 2 | 3% | 5% | 1 | 3%
O=C1CSc2ccc(S(=O)(=O)NCc3ccc(Cl)cc3)cc2N1 | -19 | 9% | 1% | -2% | 8 | -9 | -3% | -1% | 12 | 19%
C=CCn1c(C2CC2)n[nH]c1=S | -3 | -4% | 0% | 0% | -1 | -6 | 0% | 11% | / | -3%
CCOc1cccc(/C=N/NC(=O)CC2C(=O)NN=C2C)c1O (stereo not drawn) | -19 | -9% | -2% | 2% | -5 | 10 | 0% | 12% | -9 | -5%
CC(=O)c1ccccc1C(=O)N1CCC(n2nccc2NC(=O)C2CC2)CC1 | -9 | 5% | 1% | 15% | 0 | -8 | -7% | 5% | 3 | 1%
O=C(CN1C(=O)NC2(CCCc3ccccc32)C1=O)NCc1cccs1 (stereo not drawn) | 3 | -3% | 1% | 13% | -4 | 264 | -1% | 14% | 26 | 0%
C[C@@H]1CN([C@H](C)CO)C(=O)Cc2cc(NC(=O)Cn3cnnn3)ccc2O[C@@H]1CN(C)Cc1ccc(Cl)c(Cl)c1 | 5 | 6% | -10% | 1% | / | 20 | 8% | -5% | 1 | /
c1ccc2c(-c3cc(C4CCNCC4)[nH]n3)cccc2c1 | -21 | 0% | 3% | 1% | 3 | 4 | 0% | -13% | -44 | 1%
O=C(NCc1ccccc1Cl)C1CCN(c2cnccn2)CC1 | -4 | 12% | 1% | -4% | 0 | 15 | 0% | -8% | -7 | 8%
O=C(O)c1cc2ccc3ccccc3c2[nH]1 | -31 | 2% | -8% | 19% | -2 | 19 | -28% | -3% | 7 | 0%
O=C(OCC(=O)N1CCN(C(=O)c2ccco2)CC1)c1ccccc1OCc1ccc(Cl)cc1 | 0 | -16% | 1% | 3% | 7 | 12 | -3% | ? | 5 | 1%
c1ccc2c(c1)cnc1ccccc12 | -1&-7 | -1% | 6% | 37% | -1 | 20 | -7%&19% | ? | -5&-3 | -15%

# A section from the list above:
SMILES | KCNH2 3.1 block | Eya2 phos inh | USP2a inh | A-T KAP1 phos | TRPV1 agonist | TSHR antagonist | TCR act | ELG1 repair inh | hERG WT inh | Mito fusion yeast
CCOC(=O)N1CCN(c2ccc([N+](=O)[O-])cc2F)CC1C (stereo not drawn) | 14 | -3% | 2% | -10% | ? | 4 | 2%[46.1 µM] | 0% | -1 | 8%
Cc1ccc(C2(C)NC(=O)N(CC(=O)c3ccc4c(c3)OCCO4)C2=O)cc1 (stereo not drawn) | 20 | -1% | 0% | 10% | 5 | 2 | 3% | 5% | 1 | 3%
O=C1CSc2ccc(S(=O)(=O)NCc3ccc(Cl)cc3)cc2N1 | -19 | 9% | 1% | -2% | 8 | -9 | -3% | -1% | 12 | 19%
C=CCn1c(C2CC2)n[nH]c1=S | -3 | -4% | 0% | 0% | -1 | -6 | 0% | 11% | / | -3%
CCOc1cccc(/C=N/NC(=O)CC2C(=O)NN=C2C)c1O (stereo not drawn) | -19 | -9% | -2% | 2% | -5 | 10 | 0% | 12% | -9 | -5%
CC(=O)c1ccccc1C(=O)N1CCC(n2nccc2NC(=O)C2CC2)CC1 | -9 | 5% | 1% | 15% | 0 | -8 | -7% | 5% | 3 | 1%
O=C(CN1C(=O)NC2(CCCc3ccccc32)C1=O)NCc1cccs1 (stereo not drawn) | 3 | -3% | 1% | 13% | -4 | 264 | -1% | 14% | 26 | 0%
